IMPase inh – qHTS Assay for Identifying the Cell-Membrane Permeable IMPase Inhibitors; Inositol monophosphatase 1 (Rattus norvegicus), P97697; CHO-M1 cells, IP1 accumulation, HTRF TR-FRET ratio; inhibition (IP1 accumulation), % at 46.1 µM; 120,000 tested, under 10 active; active means well fitted curve in the direction sought with a large enough effect in the signal ratio, not every such curve was filed as active; inconclusive means small, poorly fitted or top-dose-only effect, or a change in a side signal; inactive means no such curve, though single readings can be large or run the other way; the % refers to the signal ratio;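 further: cells stimulated with carbachol in lithium chloride buffer; plate controls were DMSO basal wells for no effect and reference inhibitor wells for full effect; higher means more IMPase inhibition seen as more IP1 and lower FRET ratio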
Target sequence (P97697 whole entry, looked up): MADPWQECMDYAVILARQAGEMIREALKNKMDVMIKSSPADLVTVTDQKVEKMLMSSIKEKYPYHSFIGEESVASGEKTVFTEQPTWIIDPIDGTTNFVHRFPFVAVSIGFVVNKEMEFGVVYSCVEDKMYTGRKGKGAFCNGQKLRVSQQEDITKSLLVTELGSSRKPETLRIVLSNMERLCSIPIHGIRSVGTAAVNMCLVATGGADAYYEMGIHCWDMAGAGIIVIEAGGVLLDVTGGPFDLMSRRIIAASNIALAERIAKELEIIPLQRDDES
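Cellular IMPase inhibition is scored as a rise in cytosolic IP1, detected by competitive TR-FRET between d2-labelled IP1 and a europium anti-IP1 antibody. M1-expressing CHO cells were stimulated with carbachol for 30 min at 37C, with lithium (50 mM LiCl) present in the buffer.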
ALOX15B inhib – qHTS Assay for Inhibitors of 15-hLO-2 (15-human lipoxygenase 2); AID 881, 2007; purified 15hLO-2, xylenol orange hydroperoxide absorbance; Potency, µM (series often up to 57.1 µM), for inactives: at the highest dose activity change, negative = inhibition, hits mostly inhibitors; actives 0.56% (n = 110,000); further: potency means the concentration at half of the fitted maximal effect; nearly all actives have a fitted effect of over 60% in size; many of its hits are not listed in these tables
Target sequence (O15296 whole entry, looked up): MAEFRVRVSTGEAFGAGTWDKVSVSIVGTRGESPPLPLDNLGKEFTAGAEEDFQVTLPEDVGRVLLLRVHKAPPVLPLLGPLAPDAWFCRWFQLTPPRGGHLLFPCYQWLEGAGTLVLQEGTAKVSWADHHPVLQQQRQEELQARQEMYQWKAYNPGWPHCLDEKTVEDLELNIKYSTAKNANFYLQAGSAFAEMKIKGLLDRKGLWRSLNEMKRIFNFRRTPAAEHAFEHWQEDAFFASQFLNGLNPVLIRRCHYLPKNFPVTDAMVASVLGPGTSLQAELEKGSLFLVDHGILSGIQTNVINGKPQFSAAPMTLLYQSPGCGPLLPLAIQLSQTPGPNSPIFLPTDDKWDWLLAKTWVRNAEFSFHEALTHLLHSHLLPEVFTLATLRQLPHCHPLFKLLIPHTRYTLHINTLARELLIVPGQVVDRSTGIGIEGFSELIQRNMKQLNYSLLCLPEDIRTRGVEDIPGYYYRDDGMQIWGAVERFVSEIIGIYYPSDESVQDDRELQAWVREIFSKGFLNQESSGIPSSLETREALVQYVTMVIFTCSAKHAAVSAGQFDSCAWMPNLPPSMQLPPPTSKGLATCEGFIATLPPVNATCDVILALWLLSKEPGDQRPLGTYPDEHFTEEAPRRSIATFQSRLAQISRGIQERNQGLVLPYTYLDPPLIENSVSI
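Read-out: hydroperoxide product oxidises ferrous iron, measured as xylenol orange complex via the 573-to-405 nm absorbance ratio after 30 min. Reaction: 50 nM enzyme, 15 min compound preincubation, 45 uM arachidonic acid, 90 min RT, Hepes pH 7.5 with Triton X-100.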
ALOX12 inhib – qHTS Assay for Inhibitors of 12-hLO (12-human lipoxygenase); Polyunsaturated fatty acid lipoxygenase ALOX12 (Homo sapiens), P18054; Potency, µM (top dose mostly 57.1 µM), for the others: top-dose activity change, negative = inhibition, usual class: inhibitors; purified 12-hLO, xylenol orange hydroperoxide absorbance; actives 0.12% (n = 150,000); further: potency means the concentration at half of the fitted maximal effect; nearly all actives have a fitted effect of over 55% in size; many of its hits are not listed in these tables
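Purified human 12hLO (150 nM), preincubated 15 min with compound, then 40 uM arachidonic acid for 30 min, room temperature, Hepes pH 7.0 with 0.01% Triton X-100. Hydroperoxide detected by ferrous iron/xylenol orange; 573/405 nm absorbance ratio gives reaction progress.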
PNC assembly inh – High Content Assay for Compounds that inhibit the Assembly of the Perinucleolar Compartment. PC3M PTB-GFP, PNC prevalence imaging, 16 h; hits give low values. activity change (PNC), negative = inhibition, % at 10 µM. actives 3.1% (n = 140,000). AID 2417, 2010;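 active means readout at or below -70, meaning at least 70% loss of cells showing the perinucleolar compartment, a nuclear body marking cancer cells; inconclusive means readout between -30 and a set limit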;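 further: plate controls were DMSO wells for no effect and camptothecin positive control wells for full effect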
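Compounds are pinned in duplicate onto adhered PC3M cells stably expressing GFP-tagged PTB and incubated 16 h at 37 C. Cells are then fixed, nuclei stained with Hoechst, and PNC-positive cells counted.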
Active calls of the source: *; [ ] = another dose, or the depositor's remark. Unless noted, the call rests on the fitted dose curve; in most records, active means well fitted curve in the direction sought with a large enough effect; inconclusive means small, poorly fitted or top-dose-only effect, or another doubt; inactive means no such curve, though single readings can be large; an effect the other way counts as inactive or inconclusive. Unless noted, on the % scale 0 is the no-effect control and ±100 the full control effect. An excerpt (hit frequency here may not be typical).

For CCOC(=O)C(=O)NNc1cccc(C)c1C the results were ALOX12 inhib 2% and PNC assembly inh 8.
Screening C#CCOc1c(Br)cc(/C=N/O)cc1OCC returned IMPase inh -1, ALOX15B inhib 5%, ALOX12 inhib 9% and PNC assembly inh -11.
For O=C(O)c1ccc(NCc2ccncc2)cc1 the results were IMPase inh -2, ALOX15B inhib 4%, ALOX12 inhib 2% and PNC assembly inh 9.
CCOC(=O)C1CCN(C(=O)Nc2ccc(NC(=O)C3CCN(C(=O)OCC)CC3)cc2)CC1 was read as IMPase inh 8, ALOX15B inhib -2%, ALOX12 inhib -5% and PNC assembly inh 21.
`CCCOC(=O)c1ccc(NC(=O)CSC2=Nc3ccccc3C3CC=NN23)cc1` (stereo not drawn) gave IMPase inh 2, ALOX15B inhib 17%, ALOX12 inhib -4% and PNC assembly inh 1.
O=[N+]([O-])c1ccc(/C=N/n2c(C3CCCCC3)n[nH]c2=S)cc1 was read as IMPase inh 5, ALOX15B inhib -14%, ALOX12 inhib -7% and PNC assembly inh 6.
For CC(NC(=O)c1ccc(CS(=O)(=O)c2cccc(C(F)(F)F)c2)o1)c1ccc2c(c1)OCCO2 (stereo not drawn) the results were IMPase inh 2, ALOX15B inhib -6%, ALOX12 inhib -1% and PNC assembly inh -24.
Screening O=C(Nc1ccn(C2CC(OC(=O)c3ccccc3)C(CO)O2)c(=O)n1)c1ccccc1 (stereo not drawn) returned IMPase inh -14, ALOX15B inhib -8%, ALOX12 inhib 1% and PNC assembly inh inconclusive.
CC(C)(C)c1nc(SCC(=O)Nc2nc3c(s2)CCCC3)c2ccccc2n1 was read as IMPase inh 12, ALOX12 inhib -4% and PNC assembly inh -95*.
`N#CC1=C(N)N(c2ccccc2C#N)C2=C(C(=O)CCC2)C1c1ccsc1` (stereo not drawn) gave IMPase inh -16, ALOX15B inhib -5%, ALOX12 inhib -11% and PNC assembly inh 31.
`CC(C)c1nnc(NC(=O)CCC(=O)NCc2cccs2)s1` gave IMPase inh 0, ALOX15B inhib 6%, ALOX12 inhib 0% and PNC assembly inh 28.
CCC(C)NS(=O)(=O)c1ccc(S(=O)(=O)N(CC(=O)Nc2ccccc2)Cc2ccco2)cc1 (stereo not drawn) was read as IMPase inh 5, ALOX15B inhib 1%, ALOX12 inhib -2% and PNC assembly inh 11.
For NS(=O)(=O)c1ccc(NC(=S)NC(=O)/C=C/c2ccco2)cc1 the results were ALOX12 inhib -3% and PNC assembly inh -3.
Screening FC(F)(F)c1cccc(CNc2ncccc2-c2nc3cc(Cl)ccc3o2)c1 returned IMPase inh 1, ALOX15B inhib 9%, ALOX12 inhib -10% and PNC assembly inh -29.
`CN=C1c2cc3cc(OC)ccc3n2CCN1Cc1ccccc1` gave IMPase inh 5, ALOX15B inhib 22%, ALOX12 inhib 5% and PNC assembly inh inconclusive.
Cc1cccc(OCCCCCn2ccnc2)c1C was read as IMPase inh 1, ALOX15B inhib 8%, ALOX12 inhib 2% and PNC assembly inh 49.
`CS(=O)(=O)N(CC(=O)NCc1ccncc1)c1ccc(Cl)c(Cl)c1` gave IMPase inh 12, ALOX12 inhib -9% and PNC assembly inh 76.
COC(=O)C1=C(C)Nc2nnnn2C1c1cccs1 (stereo not drawn) was read as IMPase inh 1, ALOX15B inhib -6%, ALOX12 inhib 8% and PNC assembly inh inconclusive.
`COC(=O)c1[nH]c2cc(C)ccc2c1NC(=O)CN1CCCc2ccccc21` gave IMPase inh -12, ALOX15B inhib -13%, ALOX12 inhib -8% and PNC assembly inh 25.
`COc1ccccc1Nc1nnc(SCC(=O)N2CCCC2)s1` gave IMPase inh 4, ALOX15B inhib 8%, ALOX12 inhib -4% and PNC assembly inh inconclusive.

Pulled by structure from the list above:
COC(=O)C1=C(C)Nc2nnnn2C1c1cccs1 (stereo not drawn) was read as IMPase inh 1, ALOX15B inhib -6%, ALOX12 inhib 8% and PNC assembly inh inconclusive.
Screening C#CCOc1c(Br)cc(/C=N/O)cc1OCC returned IMPase inh -1, ALOX15B inhib 5%, ALOX12 inhib 9% and PNC assembly inh -11.

A draw from above in order of number of heavy atoms, smallest number first.
`CC(C)c1nnc(NC(=O)CCC(=O)NCc2cccs2)s1` gave IMPase inh 0, ALOX15B inhib 6%, ALOX12 inhib 0% and PNC assembly inh 28.
`COc1ccccc1Nc1nnc(SCC(=O)N2CCCC2)s1` gave IMPase inh 4, ALOX15B inhib 8%, ALOX12 inhib -4% and PNC assembly inh inconclusive.
`CN=C1c2cc3cc(OC)ccc3n2CCN1Cc1ccccc1` gave IMPase inh 5, ALOX15B inhib 22%, ALOX12 inhib 5% and PNC assembly inh inconclusive.

More structures
For Cc1ccc(-c2nc3ccccc3c(=O)n2NC(=O)COc2ccccc2)cc1 the results were ALOX12 inhib -1% and PNC assembly inh 56.
O=C(c1cccnc1)N1CCN(c2ccc([N+](=O)[O-])cc2Cl)CC1 was read as IMPase inh 3, ALOX12 inhib 1% and PNC assembly inh 15.
`CCc1nc2c(oc3ccccc32)c(=O)[nH]1` gave IMPase inh 9, ALOX15B inhib -2%, ALOX12 inhib 4% and PNC assembly inh 17.
For COc1ccc(C)cc1S(=O)(=O)N1CCC(C(=O)NCCc2ccccc2)CC1 the results were ALOX12 inhib -6% and PNC assembly inh inconclusive.
CN(C(=O)c1ccco1)c1nnc(C23CC4CC(CC(C4)C2)C3)s1 was read as IMPase inh 15, ALOX12 inhib 2% and PNC assembly inh -12.
For O=C(/C=C/c1cccc([N+](=O)[O-])c1)NCc1ccco1 the results were IMPase inh -2, ALOX12 inhib -4% and PNC assembly inh -23.
Cc1ccc(NCC(=O)N/N=C/c2cc3ccccc3nc2Cl)cc1 was read as IMPase inh inconclusive, ALOX15B inhib 1%, ALOX12 inhib -24% and PNC assembly inh -13.
Screening COc1ccc(-c2nc(N)n(C(=O)Cc3ccccc3)n2)cc1 returned IMPase inh 8, ALOX15B inhib 4%, ALOX12 inhib -1% and PNC assembly inh inconclusive.
`O=C(c1c(Cl)cccc1Cl)N1CCCCCC1` gave IMPase inh -5, ALOX15B inhib 11%, ALOX12 inhib -2% and PNC assembly inh 9.
For CC1(C)CC(=O)C=C(NC2CCCCCC2)C1 the results were IMPase inh 1, ALOX15B inhib 4%, ALOX12 inhib -2% and PNC assembly inh inconclusive.
Screening O=C(c1cccn2c(=O)c3cc(Cl)ccc3nc12)N1CCN(Cc2ccc3c(c2)OCO3)CC1 returned IMPase inh 0, ALOX15B inhib -3%, ALOX12 inhib -5% and PNC assembly inh 24.
Screening Cc1ccc(CN2C(=O)CCC2C(=O)NCC2CCCO2)cc1 (stereo not drawn) returned IMPase inh -5, ALOX15B inhib 3%[2.29 µM], ALOX12 inhib 1% and PNC assembly inh inconclusive.
COc1ccccc1N1CCN(C(=O)CCn2c(=O)[nH]c3ccsc3c2=O)CC1 was read as IMPase inh -1, ALOX15B inhib -4%, ALOX12 inhib -4% and PNC assembly inh -11.
`COc1ccc(C(C)=O)cc1CSc1nnc(-c2ccc(Cl)cc2)n1-c1ccccc1` gave IMPase inh 6, ALOX15B inhib -12%, ALOX12 inhib -12% and PNC assembly inh -12.
Screening Cc1nnc(SCc2nc(N)nc(Nc3ccccc3)n2)s1 returned IMPase inh 4, ALOX15B inhib 7%, ALOX12 inhib 2% and PNC assembly inh 5.
`COc1cccc(CNc2cccc3cccnc23)c1O` gave IMPase inh 4, ALOX15B inhib 18%, ALOX12 inhib -23% and PNC assembly inh -94*.
For Cn1c(SCc2ccc(C#N)cc2)nnc1-c1ccccc1 the results were IMPase inh 2, ALOX15B inhib 0%, ALOX12 inhib -2% and PNC assembly inh -1.
Screening Cc1cc(C)n(-c2nnc(C)n2NS(C)(=O)=O)n1 returned IMPase inh -1, ALOX15B inhib -2%, ALOX12 inhib -1% and PNC assembly inh 6.
For Cc1cc(C)n(CC(=O)c2ccc(Br)cc2)c(=O)c1C#N the results were IMPase inh 5, ALOX15B inhib -9%, ALOX12 inhib -1% and PNC assembly inh inconclusive.
For CC(=O)Nc1ccc(S(=O)(=O)NCc2csc(C)n2)cc1 the results were IMPase inh 0, ALOX12 inhib 2% and PNC assembly inh 71.
CC(C)CNS(=O)(=O)c1ccc(OCC(=O)Nc2ccc(F)cc2F)cc1 was read as IMPase inh -12, ALOX12 inhib 4% and PNC assembly inh -83*.
`O=C(c1cccc(F)c1)N1CCC[C@@]2(CCN(Cc3nccs3)C2)C1` gave ALOX15B inhib -2% and ALOX12 inhib 3%.
Cc1ccc(CCNC(=O)C23CN(Cc4ccccc4)CC2C(c2ccc([N+](=O)[O-])cc2)=NO3)cc1 (stereo not drawn) was read as IMPase inh -2, ALOX15B inhib 15%, ALOX12 inhib -2% and PNC assembly inh inconclusive.
CCC(Sc1nc2ccsc2c(=O)n1-c1ccc(Cl)c(C)c1)C(=O)NCc1ccco1 (stereo not drawn) was read as ALOX12 inhib -3% and PNC assembly inh -6.
`O=C(CCN1C(=O)c2ccccc2C1=O)C1=NN[C@@H]2C(=O)N(c3cccc(F)c3)C(=O)[C@H]12` gave ALOX12 inhib -3% and PNC assembly inh -20.
CC1CCN(C(=O)CSc2nnc(-c3ccncc3)n2C)CC1 was read as IMPase inh 6, ALOX12 inhib 3% and PNC assembly inh -13.
C/C(N)=C(/C#N)C(=O)CSc1nnc(Cc2ccccc2F)n1N was read as IMPase inh 6, ALOX15B inhib 1%, ALOX12 inhib 4% and PNC assembly inh 12.
CCOC(OCC)P(=O)(C(C)C)C(C)C was read as IMPase inh -16, ALOX15B inhib -1%, ALOX12 inhib 0% and PNC assembly inh inconclusive.
`O=C(Nc1ccccc1)c1ccc(-c2ccccc2Cl)o1` gave ALOX12 inhib -1% and PNC assembly inh -92*.
Cc1cc[n+](-c2nc3ccccc3nc2C(=C=[N-])C#N)cc1 was read as IMPase inh -5, ALOX15B inhib -14%, ALOX12 inhib -8% and PNC assembly inh 16.
For CN(C)CCNC(=O)CNC(=S)N(Cc1ccccc1)Cc1cccnc1 the results were IMPase inh 4, ALOX12 inhib 3% and PNC assembly inh inconclusive.
Cc1nc2ccc(NC(=O)c3ccc(F)c(S(=O)(=O)N4CCOCC4)c3)cc2s1 was read as IMPase inh 7, ALOX15B inhib -6%, ALOX12 inhib -13% and PNC assembly inh 8.
`CCN(CC)CCCn1c(C)cc2c(c1=O)C(c1ccc(OC)c(OC)c1OC)C(C#N)=C(N)O2` (stereo not drawn) gave IMPase inh 1, ALOX15B inhib -6%, ALOX12 inhib -4% and PNC assembly inh -12.
Cc1cccc(N2CCN(C(=O)Cn3cccc3C(=O)c3ccccc3)CC2)c1C was read as IMPase inh 5, ALOX15B inhib 2%, ALOX12 inhib -1% and PNC assembly inh -10.
`COc1cccc(NC(=O)CSc2nnc(-c3ccc(C)cc3)o2)c1` gave IMPase inh -2, ALOX15B inhib 1%, ALOX12 inhib -4% and PNC assembly inh 26.
Screening CCOC(=O)CC(=O)CSc1ccc2nnc(-c3ccc(F)cc3)n2n1 returned IMPase inh 0, ALOX15B inhib 10%, ALOX12 inhib -21% and PNC assembly inh -8.
Screening Cn1c(=O)c2c(nc(N3CCN(Cc4ccccc4)CC3)n2CCCc2ccccc2)n(C)c1=O returned IMPase inh 0, ALOX15B inhib 28%, ALOX12 inhib -9% and PNC assembly inh 0.
For CCC1CCCCN1C(=O)CSc1nnc(-c2cccc(Cl)c2)o1 (stereo not drawn) the results were IMPase inh 3, ALOX15B inhib -3%, ALOX12 inhib -2% and PNC assembly inh 3.

Screens as filed in PubChem BioAssay.
